# OPRM1-OPRD1 inv – inverse agonists of human mu-delta opioid receptor heterodimerization. inhibition, % at 9.3 µM. P35372+P41143. cell-based MOR-DOR heterodimer luminescence, inverse agonism. 340,000 tested, 0.21% active; in the data active means inhibition above about 22%, passing the limit was not always enough;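 further: 0% = cells with DMSO and 100% = wells without cells with DMSO; values of inactives mirror those of a sister screen read the other way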
# PfHsp90 set2 – growth inhibition of yeast expressing Plasmodium Hsp90 | inhibition, % at 9.4 µM | 310,000 tested, 0.32% active | AID 504621 | S. cerevisiae expressing PfHsp90, BacTiter-Glo ATP, 48 h; yeast lacking PDR1 and PDR3 efflux regulators;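 active means every replicate shows inhibition above about 80%, whatever the replicate mean, limit read from the data; inconclusive means mean inhibition reaches the set limit but some replicate falls short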;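 further: 0% = DMSO neutral controls and 100% = 20 µM radicicol positive controls; yeast relying on Plasmodium falciparum Hsp90 in place of its own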
# Tat export inh – E. coli Tat transport inhibition; inhibition, % at 10 µM; 340,000 tested, 0.036% active; E. coli MC4100 TorA-mCherry Tat export, fluorescence; AID 488895;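 active means mean replicate inhibition at least 50% and at least half of replicates individually reaching 50%; inconclusive means only one of the two criteria met; inactive means neither criterion met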;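 further: exported cargo escapes ClpAP degradation while cytoplasmic cargo is degraded and loses fluorescence; 0% = median of neutral control wells and 100% = median of NaSCN control wells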
# SUMO Mot1 rescue – blocks SUMOylation pathway, rescuing yeast Mot1-301 growth; S. cerevisiae Mot1-301 growth rescue, ATP luminescence, 38.5C; percent above DMSO median, 100 means doubled; AID 2716; growth rescue, % at 18.8 µM; 320,000 tested, 1% active;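 active means every valid replicate shows activation above 250% relative to neutral control wells; inactive means the rest, any valid replicate at or below 250%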;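 further: OY570 slx delta 5 strain wells were the positive control but not used for scaling; some compounds called inactive have numbers as strong as hits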
# phage Ecoli inh – E. coli growth loss with phage present. 360,000 tested, 0.26% active. growth absorbance. inhibition, % at 11.9 µM; in the data active means inhibition above about 11%
# PKA-R1A act – activators of PKA-R1A complex; P00514+P68181; PKA-R1A dissociation, Cy5-IP20 fluorescence polarization; scaled: DMSO 0%, 113 µM cGMP 100%; activation, % at 11.4 µM; 340,000 tested, 0.083% active;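 active means percent activation above the mean of all tested compounds plus 3 SD, cut at about 19% in these data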;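 further: higher means more PKAc released from R1A so a rise in polarization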
# AddAB inh – less growth of phage-infected E. coli with AddAB. E. coli expressing H. pylori AddAB, absorbance growth. AID 435030. 330,000 tested, 0.29% active. inhibition, % at 11.9 µM; in the data active means inhibition above about 12%;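 further: 0% = vehicle wells of infected cells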
# Ecoli viability – counter-screen for AddAB inhibitors: E. coli growth inhibition; E. coli V3065 growth, OD600 absorbance, 18 h; inhibition, % at 11.9 µM; 330,000 tested, 0.27% active;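 active means inhibition above the campaign's mean inhibition across all tested compounds plus 3 SD, cut at about 9.9% in these data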;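 further: uninfected addAB+ strain grown without phage in ampicillin broth; 0% = DMSO wells and 100% = ciprofloxacin 0.95 µg/ml wells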
# HTR5A inv ag – counter-screen for OPRM1-OPRD1 inverse agonists: human HTR5A inverse agonism; P47898; HTR5A cell line, luminescence; inhibition, % at 9.3 µM; 340,000 tested, 0.083% active; AID 504634; in the data active means inhibition mostly above about 23%, no sharp cut-off; inactive means mostly below about 18%;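 further: 0% = cells with DMSO and 100% = no-cell wells with DMSO; some compounds called inactive have numbers as strong as hits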
# Target sequence (P47898 whole entry, looked up): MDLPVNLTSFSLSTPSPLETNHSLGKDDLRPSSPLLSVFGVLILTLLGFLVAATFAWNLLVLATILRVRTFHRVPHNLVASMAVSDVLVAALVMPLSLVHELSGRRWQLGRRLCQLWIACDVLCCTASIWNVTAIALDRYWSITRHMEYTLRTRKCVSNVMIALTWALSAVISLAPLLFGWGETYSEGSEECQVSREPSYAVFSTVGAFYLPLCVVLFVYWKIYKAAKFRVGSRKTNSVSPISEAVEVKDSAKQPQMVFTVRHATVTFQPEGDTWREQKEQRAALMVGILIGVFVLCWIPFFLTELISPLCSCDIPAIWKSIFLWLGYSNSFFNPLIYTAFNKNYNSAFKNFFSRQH
# PKA-R2B activ – PKA-R2B complex activation. P22694+P31323. 340,000 tested, 0.079% active. activation, % at 11.4 µM. PKA-R2B holoenzyme dissociation, Cy5-IP20 fluorescence polarization; R2B truncated from residue 108, S112A mutant; 0% DMSO only, 100% 113 µM cGMP. AID 504700;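 active means activation above a cutoff set at the mean over all compounds plus 3 SD, cut at about 18% in these data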;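 further: higher means more holoenzyme dissociation and a rise in polarization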
# Target sequence (P31323 whole entry, looked up, other chains not shown, the tested form may be a part): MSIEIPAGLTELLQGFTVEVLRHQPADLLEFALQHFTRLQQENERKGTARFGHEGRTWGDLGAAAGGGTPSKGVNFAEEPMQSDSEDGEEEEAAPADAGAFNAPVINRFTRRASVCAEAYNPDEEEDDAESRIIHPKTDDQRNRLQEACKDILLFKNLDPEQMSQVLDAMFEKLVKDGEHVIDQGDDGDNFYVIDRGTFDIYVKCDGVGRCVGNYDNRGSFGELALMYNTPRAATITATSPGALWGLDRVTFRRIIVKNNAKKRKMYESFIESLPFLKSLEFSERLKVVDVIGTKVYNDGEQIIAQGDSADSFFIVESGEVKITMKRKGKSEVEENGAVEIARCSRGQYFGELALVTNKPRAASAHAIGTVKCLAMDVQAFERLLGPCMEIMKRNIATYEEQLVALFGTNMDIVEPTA
# MOR-DOR ag – OPRM1-OPRD1 heterodimerization agonism | P35372+P41143 | cells, luminescence | activation, % at 9.3 µM | 340,000 tested, 0.3% active | AID 504326; in the data active means activation above about 18%;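 further: 0% = vehicle-treated cells and 100% = reference agonist; values of inactives mirror those of a sister screen read the other way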
# The depositor's hits bear a star; ? = inconclusive; . = not tested or not shown.
SMILES,OPRM1-OPRD1 inv,PfHsp90 set2,Tat export inh,SUMO Mot1 rescue,phage Ecoli inh,PKA-R1A act,AddAB inh,Ecoli viability,HTR5A inv ag,PKA-R2B activ,MOR-DOR ag
COC(=O)c1cnc(SC)nc1C,14.4,.,4.9,0.8,2.5,1.6,1.4,0.6,-0.8,10.3,-3.0
Cc1c(NC(=O)c2cccc(NC(=O)Cc3c(F)cccc3Cl)c2)c(=O)n(-c2ccccc2)n1C,5.2,-0.5,0.3,8.5,-3.1,-4.7,3.4,-0.2,5.7,-8.2,-1.2
FC(F)(F)C1CC(c2cccs2)Nc2ncnn21 (stereo unspecified),8.4,-17.1,-6.2,121.2,1.1,-4.7,3.7,1.1,-3.2,-1.3,-2.0
O=C1NC(=Nc2ccc(Cl)cc2)SC1Cc1cc(Cl)ccc1Cl (stereo unspecified),-28.2,3.6,-8.0,13.4,0.8,-1.5,2.9,1.8,-18.5,-1.4,5.0
O=C(CCN1C(=O)/C(=C/c2ccccc2Cl)SC1=S)Nc1ccccc1C(=O)O,2.5,-52.1,11.3,2.6,-1.3,3.1,-1.1,-0.5,6.5,-1.0,-0.6
CCC(C)NC(=O)CN(C)S(=O)(=O)c1ccc2c(c1)c(=O)n(C)c(=O)n2C (stereo unspecified),8.0,-26.1,16.8,-11.0,1.8,-4.3,2.1,1.2,-2.7,1.1,-1.3
CCOc1cc(C2C3=C(CC(C)(C)CC3=O)N(CCOC)C3=C2C(=O)CC(C)(C)C3)ccc1OC,16.5,-10.2,-1.2,10.1,-1.5,0.3,0.9,-0.5,8.9,-7.1,-3.4
CCOC(=O)C(=O)Nc1cc([N+](=O)[O-])ccc1C,3.8,16.1,-21.1,-0.6,-0.1,-7.3,1.0,-1.7,1.0,6.2,-0.7
COc1cccc(CC(NC(C)=O)C(=O)NC2CCN(S(=O)(=O)c3ccc(F)cc3)CC2)c1OC (stereo unspecified),3.3,-5.2,0.5,35.5,2.3,0.8,1.4,-0.8,-4.1,3.7,-0.7
O=C(COc1ccc2c(-c3ccccc3)cc(=O)oc2c1)NCCN1CCOCC1,10.8,7.8,2.6,2.0,1.2,1.2,2.0,-1.3,-4.3,-4.0,-2.0
COc1cc(NC(=O)CCCNC(=O)Cn2cnc3sc(C)c(C)c3c2=O)cc(OC)c1OC,5.4,-2.6,-2.4,115.6,0.6,2.1,2.9,-1.1,21.1,-7.4,-0.8
O=C(COc1c(CO)cc(Br)cc1CO)NC1CCCc2ccccc21 (stereo unspecified),-0.1,1.1,-12.9,10.9,1.4,-2.1,-1.4,-0.9,-8.6,-2.8,0.0
Cc1c(NS(=O)(=O)c2ccc(NC(=O)CCC(=O)O)cc2)c(=O)n(-c2ccccc2)n1C,16.6,3.6,0.1,8.6,-1.1,-18.3,0.7,0.2,-3.7,-21.0,-3.7
Cc1cccc2c1cnn2C(=O)Nc1ccccc1Cl,6.3,-55.6,0.2,-27.0,2.2,-1.1,2.1,2.2,-0.5,-3.3,-1.4
CCCCC(O)(CCCC)C(=O)NN(C(=O)c1cccnc1Cl)c1ccccc1,9.8,1.4,6.4,395.3,2.5,4.5,3.4,0.7,1.9,-1.9,-1.9
Cc1ccc(C)c2c1[nH]c1ccccc12,-34.5,2.0,7.7,26.9,-1.9,-6.2,3.1,-1.5,-20.6,-8.6,6.1
COc1cccc(C2c3c(C)nn(-c4ccc([N+](=O)[O-])cc4)c3N=C3C(=O)Nc4ccccc4N32)c1 (stereo unspecified),2.5,7.3,-3.2,-1.4,5.9,-7.1,3.8,1.1,-5.4,-17.4,-0.5
Cc1cccc(N2CCN(C(=O)CSc3nc4ccccc4nc3N3CC(C)OC(C)C3)CC2)c1C (stereo unspecified),14.9,-9.2,-5.0,4.7,2.2,13.2,1.6,0.8,-14.4,-4.4,-2.4
O=C(Cc1nc2ccccc2[nH]c1=O)c1ccccc1,14.3,5.2,1.6,.,-1.7,-4.6,.,.,2.7,-2.0,-3.0
O=C(Nc1c(-c2cccs2)nc2ccccn12)c1ccccc1F,1.2,.,-8.3,-0.1,0.2,-15.9,5.3,-0.1,3.8,-12.4,-0.2
O=C(CN(Cc1ccco1)C(=O)CNS(=O)(=O)c1ccccc1)NC1CCCCC1,11.6,-10.7,1.0,.,-0.9,-12.1,.,.,-8.6,-4.9,-2.3
COc1ccccc1NC(=O)CCS(=O)(=O)c1ccc2c(c1)oc(=O)n2C,13.3,-10.3,-1.9,50.5,3.1,-9.9,-1.0,-0.4,-11.0,-11.6,-2.6
Cc1oc2cc(Br)c(O)c(Br)c2c1C(=O)c1ccccc1,-3.5,-54.2,7.5,-19.1,4.1,-9.3,.,.,-3.3,-15.0,0.8
CCOC(=O)c1c(NC(=O)c2cccnc2Cl)sc(C(=O)N(C)C)c1C,10.5,-17.9,-1.0,38.5,2.4,-2.5,1.5,1.5,-2.3,4.0,-2.0
Cc1ccc(-n2nnc3c(=O)n(CC(=O)N4CCCC4)cnc32)cc1,17.2,-7.5,-0.7,444.2,.,-13.6,-1.3,0.4,-2.6,1.7,-3.2
# Carrying on.
SMILES,OPRM1-OPRD1 inv,PfHsp90 set2,Tat export inh,SUMO Mot1 rescue,phage Ecoli inh,PKA-R1A act,AddAB inh,Ecoli viability,HTR5A inv ag,PKA-R2B activ,MOR-DOR ag
CCOc1cc(CNC(=O)CN2C(=O)c3ccccc3S2(=O)=O)ccc1OC,1.2,6.6,-6.4,6.8,4.0,18.7*,3.3,1.1,-23.7,-6.4,-0.2
S=C(NCCN1CCOCC1)Nc1cccc(Cl)c1,7.4,.,-0.3,-5.8,3.7,-7.4,0.0,3.5,-9.1,0.3,-1.4
CN(C)CCn1c(=O)n(C2CCCCC2)c(=O)c2c3c(sc21)CCCCC3,10.3,15.4,4.0,-16.4,3.1,-1.0,0.9,0.8,2.6,-12.2,-2.0
NS(=O)(=O)c1ccc(CCNC(=O)C2CCN(S(=O)(=O)c3ccc(Br)s3)CC2)cc1,-1.4,9.8,-1.9,-13.6,4.3,-4.7,3.5,-0.3,-3.0,5.3,0.3
Cc1nn(C)c(C)c1Sc1ccccc1N,5.6,-2.7,5.5,16.7,2.6,-7.5,-0.5,-3.8,1.7,-16.5,-1.1
CCOc1ccc(CSc2nc(C)cc(COC)c2C#N)cc1OCC,-2.2,-5.1,-0.5,-10.5,-0.6,-9.6,1.6,-2.0,0.9,-5.3,0.5
COc1ccc(/C=C2\SC(=S)N(CCC(=O)NC3=NCCS3)C2=O)cc1OC,11.9,-1.8,1.1,7.3,2.4,17.3,0.3,-0.1,6.6,-3.6,-2.3
COc1cccc2cc(C(C)N(CCCN3CCOCC3)C(=O)Nc3ccc(Cl)cc3)oc12 (stereo unspecified),5.2,10.4,-6.0,.,3.1,0.7,1.4,-0.1,-9.9,0.7,-0.9
c1coc(CN2CCN(C(c3cccs3)c3nnnn3C3CCCC3)CC2)c1 (stereo unspecified),4.5,-1.2,-8.8,52.1,2.5,-1.3,0.2,-1.0,4.9,-8.1,-0.8
CC(=O)c1ccc(N2CCN(C(C)C(=O)NC3CCCc4ccccc43)CC2)cc1 (stereo unspecified),3.9,3.8,2.0,-7.8,-0.2,-5.0,-0.7,-3.3,6.0,6.0,-0.7
CC(O)Cc1nsc(NC(=O)c2ccc(Br)o2)n1 (stereo unspecified),6.4,.,-8.9,4.7,0.3,-0.8,0.8,-1.4,2.4,-4.2,-1.3
Cc1noc(C)c1/C=N/Nc1ccccn1,4.2,-66.0,4.5,2.1,0.1,4.1,-1.5,-0.2,10.9,6.9,-0.9
O=C(O)c1ccc(N/N=C/c2ccc(-c3cccc(Cl)c3)o2)cc1,2.2,104.4*,3.0,-10.9,1.7,-11.5,2.2,0.3,-2.0,3.3,-0.4
O=C(CCCOc1ccccc1)Nc1cccc(S(=O)(=O)N2CCCCCC2)c1,-6.7,21.9,6.3,20.2,5.2,-2.8,1.1,1.4,-14.2,-10.4,1.8
COc1ccc(C2=NN(c3ccccc3)C(=O)/C2=C\c2ccc(O)c(OC)c2)cc1,2.1,-20.7,-7.5,3.0,3.8,-7.5,3.4,-1.5,-6.9,-10.6,-0.3
COc1ccc(S(=O)(=O)NCC(=O)N(CC(=O)NCC2CCCO2)c2c(C)cccc2C)cc1 (stereo unspecified),5.0,10.2,-3.8,-1.8,-2.5,-14.5,3.3,-0.7,-24.4,-10.1,-1.2
COC(=O)[C@H](Cc1c[nH]c2ccccc12)NC(=O)Nc1ccccc1OC,10.5,-13.7,3.2,9.6,3.2,-0.9,0.6,0.2,-22.4,4.7,-2.0
COc1cc(OC)c(OC)cc1CNC(=O)c1cc(=O)[nH]c2ccccc12,-11.3,13.5,-2.1,-7.1,2.9,-9.4,2.0,1.3,5.7,-6.8,1.8
O=C1CC(=O)C(n2cncn2)C(c2c(F)cccc2Cl)C1 (stereo unspecified),17.3,7.2,-0.6,-13.6,3.8,4.1,2.3,-0.6,0.7,-13.2,-3.4
Cc1cc(=O)oc2cc(OCC(=O)N3CCN(C(=O)c4ccco4)CC3)ccc12,5.9,11.9,3.6,-1.9,4.1,-5.7,-0.3,-1.2,6.0,-2.8,-1.1
CC(=O)NCC(=O)OCC(=O)c1ccc(C)cc1,15.4,-1.6,?,-14.0,4.9,-7.2,-0.9,1.3,-1.4,-8.1,-2.7
CCN1CCN(CC(=O)Nc2cc(C)on2)CC1,9.6,7.2,3.5,-3.6,-1.1,0.1,-0.7,-3.6,-6.9,6.4,-1.7
CC1=C(C)CC(C(=O)Nc2ccc(C(=O)N3CCOCC3)cc2)C(C(=O)O)C1 (stereo unspecified),10.0,-0.6,-4.2,138.5,1.5,-9.4,5.6,0.9,-8.2,-3.5,-2.0
Cc1ccc(Cl)cc1N1CCN(C(=S)NCCc2ccccc2)CC1,-21.1,26.0,1.8,42.9,6.6,3.4,-0.2,0.0,-5.3,0.2,4.1
COc1ccccc1CNC(=O)c1ccc(OC(C)C)cc1,15.7,-4.2,-0.7,2.2,2.5,2.1,2.9,2.7,0.2,-9.5,-3.2
COc1ccc(CNC(=O)CSc2nnc(C)c(=O)[nH]2)cc1,11.0,-8.5,3.5,-15.9,4.0,-1.4,-2.3,-0.4,3.1,-5.8,-2.2
Cc1ccc(C(=O)NC(=S)Nc2ccc(-c3ccc(CO)o3)cc2)cc1,6.0,-16.1,-15.4,19.0,3.6,3.9,4.2,3.4,-38.6,-7.7,-1.1
O=S(=O)(c1cccc2ccccc12)N1CCCCC1,19.0,25.8,-1.0,.,4.0,-12.3,.,.,-1.1,-3.7,-3.7
CN1CC(COCc2ccccc2)Oc2ccccc2S1(=O)=O (stereo unspecified),18.6,-16.4,-1.5,.,3.3,-2.1,-1.5,2.5,0.7,-1.2,-3.8

# Screening data from PubChem.

# An unsorted share of the library. About 2.2% of those tested had a hit in this group.
